Screening data: PubChem BioAssay, several laboratories
M1 PAM = human M1 muscarinic receptor positive allosteric modulators, primary screen, CHO-K1 cells, Fluo-8 calcium fluorescence, 1536-well | 0.088% of 360,000 active | activation, % at 3 µM | Muscarinic acetylcholine receptor M1 (Homo sapiens), P11229 | CHO-K1 hM1, ACh EC20; 0% = ACh EC20, 100% = maximal ACh; in the data active means activation above about 19%, passing the limit was not always enough
Target sequence (P11229 whole entry, looked up): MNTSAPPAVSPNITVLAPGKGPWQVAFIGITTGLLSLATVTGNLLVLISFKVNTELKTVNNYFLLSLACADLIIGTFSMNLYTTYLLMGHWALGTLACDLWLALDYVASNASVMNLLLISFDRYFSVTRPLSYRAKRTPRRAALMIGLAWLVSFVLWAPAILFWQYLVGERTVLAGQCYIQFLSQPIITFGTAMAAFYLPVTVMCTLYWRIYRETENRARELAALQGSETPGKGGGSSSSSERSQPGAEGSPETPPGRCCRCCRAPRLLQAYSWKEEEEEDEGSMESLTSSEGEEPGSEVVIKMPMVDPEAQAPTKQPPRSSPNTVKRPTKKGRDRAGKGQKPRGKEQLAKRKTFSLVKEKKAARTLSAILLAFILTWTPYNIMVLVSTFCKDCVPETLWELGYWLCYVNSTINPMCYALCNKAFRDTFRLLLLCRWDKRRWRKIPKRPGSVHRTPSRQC
CHRM5 antagonist = human M5 muscarinic receptor antagonists, primary screen, CHO cells, Fluo-8 calcium fluorescence | inhibition, % at 3 µM | Muscarinic acetylcholine receptor M5 (Homo sapiens), P08912 | 0.59% of 360,000 active | CHO-hM5 cells, ACh EC80;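 active means inhibition above a per-plate cutoff, the mean of that plate's test compounds plus 3 SD, cut at about 27% in these data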;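 further: 0% = acetylcholine EC80 with DMSO and 100% = DMSO without agonist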
Target sequence (P08912 whole entry, looked up): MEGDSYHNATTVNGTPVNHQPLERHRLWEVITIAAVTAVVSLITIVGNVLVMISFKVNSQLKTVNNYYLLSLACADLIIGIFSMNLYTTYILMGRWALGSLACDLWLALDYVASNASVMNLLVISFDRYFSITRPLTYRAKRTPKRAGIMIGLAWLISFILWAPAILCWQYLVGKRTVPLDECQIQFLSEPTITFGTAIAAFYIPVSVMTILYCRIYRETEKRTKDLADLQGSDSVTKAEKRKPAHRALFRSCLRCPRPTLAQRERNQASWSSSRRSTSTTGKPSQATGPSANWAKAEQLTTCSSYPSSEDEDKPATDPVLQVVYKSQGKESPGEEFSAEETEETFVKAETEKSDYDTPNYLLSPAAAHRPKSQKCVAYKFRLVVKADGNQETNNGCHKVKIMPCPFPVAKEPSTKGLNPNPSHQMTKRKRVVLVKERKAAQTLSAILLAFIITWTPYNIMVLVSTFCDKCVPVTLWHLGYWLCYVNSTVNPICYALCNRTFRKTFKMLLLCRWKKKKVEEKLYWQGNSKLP
CHRM4 PAM = human M4 muscarinic receptor positive allosteric modulators, primary screen, CHO-K1 cells, Fluo-8 calcium fluorescence; CHO-K1 hM4/Gqi5, ACh EC20; 0% = ACh EC20, 100% = maximal ACh; activation, % at 3 µM; 0.4% of 360,000 active; AID 624126, 2012;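 active means activation above its plate's cutoff, the mean activation of sample wells plus 3 SD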; further: some results filed as inactive read as strong as hits
CRFR2-BP ag = agonists of CRF-BP/CRF-R2 complex, primary screen, cell-based, HEK293, calcium dye fluorescence, uHTS; CRF-binding protein / CRF receptor 2 complex (human); calcium dye fluorescence (FLIPR); percent of saturating CRF peptide response; activation, % at 13.2 µM; 0.46% of 350,000 active;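 active means activation of at least 50%, plus an integration ratio under a set limit after plate pattern correction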;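 further: plate controls were neutral control wells without compound for no effect and CRF at EC100 for full effect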
CHRM1 antagonist = human M1 muscarinic receptor antagonists, primary screen, CHO-K1 cells, Fluo-8 calcium fluorescence, 1536-well; Muscarinic acetylcholine receptor M1 (Homo sapiens), P11229; CHO-K1 hM1, ACh EC80 antagonist; inhibition, % at 3 µM; 1.3% of 360,000 active;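 active means percent inhibition above its own plate's cutoff, namely the mean of that plate's compound wells plus 3 SD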;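 further: peak over basal fluorescence ratio during 140 s after agonist addition; 0% = ACh EC80 plus DMSO and 100% = DMSO alone without agonist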
CHRM4 antagonist = human M4 muscarinic receptor antagonists, primary screen, CHO cells, Fluo-8 calcium fluorescence. Muscarinic acetylcholine receptor M4 (Homo sapiens), P08173. CHO-hM4 cells, ACh EC80. inhibition, % at 3 µM. 0.73% of 360,000 active;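 active means inhibition above its plate's cutoff, the mean inhibition of sample wells plus 3 SD, cut at about 27% in these data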;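 further: 0% = acetylcholine EC80 with DMSO and 100% = DMSO without agonist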
CHRM5 agonist = human M5 muscarinic receptor agonists, primary screen, CHO-K1 cells, Fluo-8 calcium fluorescence. Muscarinic acetylcholine receptor M5 (Homo sapiens), P08912. CHO-K1 hM5 cells; 0% DMSO wells, 100% maximal acetylcholine response. activation, % at 3 µM. 0.19% of 360,000 active. AID 624037, 2012;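 active means activation above the run's mean over test compounds plus 3 SD, cut at about 23% in these data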;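 further: signal is peak over basal fluorescence ratio across the kinetic read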
CHRM5 PAM = human M5 muscarinic receptor positive allosteric modulators, primary screen, CHO-K1 cells, Fluo-8 calcium fluorescence | CHO-K1 hM5, ACh EC20 PAM; 0% = ACh EC20, 100% = ACh EC100 | activation, % at 3 µM | 0.3% of 360,000 active;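 active means activation above the run cutoff, the mean activation of all test compounds plus 3 SD, cut at about 18% in these data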
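System: CHO-K1 hM5 cells. Reagent: acetylcholine, EC20 level. Compound dosing: single dose, 3 µM nominal final test concentration. Timing: Post-acetylcholine fluorescence recording 140 s. Detection: Fluo-8 calcium fluorescence. Read-out: % activation, ACh-normalized. Benchmarks: ACh EC20 and EC100 wells. Repeats: singlicate, one well per test compound.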
CHRM4 agonist = human M4 muscarinic receptor agonists, primary screen, CHO-K1 cells, Fluo-8 calcium fluorescence | CHO-K1 hM4/Gqi5; vehicle 0%, full acetylcholine response 100% | activation, % at 3 µM | 0.14% of 360,000 active | AID 624127, 2012;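 active means activation above the run mean over all test wells plus 3 SD, cut at about 32% in these data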;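 further: peak over basal fluorescence ratio per well then scaled between controls; 0% = DMSO wells and 100% = acetylcholine at EC100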
Starred values were filed as active, the others as inactive; · = not tested or not shown.

nr	SMILES	CHRM4 agonist	CHRM5 PAM	M1 PAM	CRFR2-BP ag	CHRM1 antagonist	CHRM4 antagonist	CHRM5 agonist	CHRM4 PAM	CHRM5 antagonist
1	O=c1c2ccccc2nc2n1C(CSc1ccc(F)cc1)CN2 (stereo not drawn)	0	4	3	-1.2	-18	6	-2	1	3
2	COC(=O)c1cccc(F)c1C(=O)c1cccc2ccccc12	-2	-37	-26	-2.9	25	18	-11	-13	3
3	COc1ccc(N2C(=O)CC(c3ccc([N+](=O)[O-])cc3)C2=O)cc1 (stereo not drawn)	2	-4	2	2.2	-5	4	-1	0	2
4	O=CN1CCN(C(=O)c2ccc(Br)o2)CC1	1	4	8	0.3	-12	-10	-4	12	-9
5	CN(C(=S)NC(=O)C12CC3CC(CC(C3)C1)C2)c1ccc(O)cc1	3	4	3	1.0	-7	-2	5	6	-3
6	O=C(C1CCCN(Cc2ccc(F)cc2)C1)N1CCCCC1 (stereo not drawn)	1	0	6	0.5	-11	-8	-6	1	4
7	Cc1ccc(NC(=O)C2C3CCC(O3)C2C(=O)O)cc1Cl (stereo not drawn)	0	2	5	-3.5	-9	-7	2	1	6
8	Cc1c(Br)cnn1C(C)C(=O)N1CCN(c2ccccc2F)CC1 (stereo not drawn)	9	-11	6	1.1	-7	-17	4	9	-5
9	Cc1noc2ncnc(Oc3ccccc3)c12	0	1	7	0.6	-6	5	-2	8	6
10	Cc1cnc(C(=O)Nc2nnc(C(C)C)s2)cn1	1	4	6	3.0	7	7	2	11	-1
11	Cc1[nH]c(-c2ccc(F)cc2)cc1C(=O)N1CCN(c2ccc(Cl)cc2)CC1	19	-10	-5	-0.8	5	14	0	-7	16
12	CCOc1ccccc1NC(=O)NC1(C(=O)NCc2cccnc2)CCCCC1	1	7	2	0.0	-1	-12	1	8	-7
13	CCOC(=O)c1sc2nc(N3CCOCC3)c3c(c2c1N)CCCC3	0	5	5	0.2	-17	3	-1	6	-5
14	O=C(CCn1c(=S)oc2ccccc21)NCCC1=CCCCC1	0	2	5	-7.2	-8	-4	-1	-3	6
15	COc1ccc(C(CNC(=O)c2ccccc2C)N2CCCC2)cc1 (stereo not drawn)	0	-1	-3	1.0	7	-1	-8	-4	1
16	Cc1cc(-c2nc(C)c(C(=O)NNC(=O)NC(C)C)s2)no1	1	9	4	0.1	-5	-4	4	-4	-4
17	COc1ccc(C(=O)OCC(=O)c2ccc(F)cc2)cc1OC	1	8	2	3.3	-6	-2	-2	4	-5
18	CCN(CC)C(=O)c1ccc(-c2ccccc2)cc1	0	-6	-1	-1.0	4	0	-4	7	-2
19	CN(C(=O)CSc1nc(C2CC2)nc2ccccc12)c1nc(-c2ccccc2)cs1	1	4	-3	1.3	11	7	0	3	1
20	O=S1(=O)[C@H]2C[C@@H]3C=C[C@@]2(CN1Cc1cccc(Cl)c1)O3	2	-11	5	-1.2	-4	-3	1	6	13
21	O=C(NC(=S)Nc1ccccc1F)C1CCCCC1	-1	2	-3	·	2	-1	-6	-1	0
22	Cc1cccc(N(CC(=O)N2CCOCC2)S(C)(=O)=O)c1	1	-7	5	0.7	-2	-3	2	-5	8
23	O=C1CC2(CCN(C(=O)c3ccc([N+](=O)[O-])cc3)CC2)Oc2ccccc21	1	12	2	-0.4	-4	-10	-3	1	-9
24	O=C(COc1ccc(Cl)cc1)NCCC1=CCCCC1	2	1	3	-0.5	-7	9	-2	-1	0
25	COc1ccc(-c2cc(C)no2)cc1S(=O)(=O)NCCc1ccco1	3	10	7	0.5	-11	-7	0	-2	-6
26	Cc1ccc([C@H]2C[C@@H](O)[C@H](n3cc(C4CC4)nn3)CN2CC2CCCCC2)cc1	0	-5	3	0.5	-6	-7	1	-2	6
27	COc1ccc(-n2cc(C(=O)O)c(=O)cc2C)cc1	0	-1	-2	0.0	-2	-4	-2	11	5
28	C[C@@H]1CN([C@@H](C)CO)C(=O)c2cc(NC(=O)Nc3ccc(F)cc3)ccc2O[C@@H]1CN(C)Cc1ccc(Oc2ccccc2)cc1	0	-1	-5	1.8	7	5	-8	-6	7
29	COc1ccc(C(=S)N(C)C)cc1OC	1	3	-1	-0.2	5	1	2	-2	-1
30	CCOC(=O)C1=CCC(c2cccn2C(=O)OC(C)(C)C)N(S(=O)(=O)c2ccc(C)cc2)C1 (stereo not drawn)	-2	5	4	·	-7	-17	-1	9	-10
31	O=C(O)CCSCCC(=O)O	1	-8	6	2.3	-8	-2	-4	-3	11
32	Cc1c(-c2cccc(Cl)c2)nc2ccccc2c1C(=O)NC1CC1	4	-8	-6	-3.5	11	2	-2	-7	5
33	Cc1ncc(CO)c2c1Oc1nc(-c3ccccc3)nc(SCC(=O)N3CCOCC3)c1C2	7	0	-10	-0.9	15	12	4	-10	5
34	O=C(CN(Cc1ccccc1)C(=O)CCC(=O)Nc1nccs1)NCc1ccco1	1	0	3	-1.6	-21	-10	-3	4	-8
35	O=C(NCc1ccccc1)C(c1cccs1)N(Cc1cccs1)C(=O)c1cnccn1 (stereo not drawn)	15	-16	-6	-0.3	17	15	4	-15	11
36	CC(C)CCNC(=O)C(c1ccco1)N(Cc1ccc(F)cc1)C(=O)c1snc(C(N)=O)c1N (stereo not drawn)	4	-2	-8	-4.5	15	4	-3	-2	4
37	CCOC(=O)c1[nH]cnc1C(=O)Nc1ccc(C)cc1	0	9	16	-3.2	-12	5	3	8	3
38	O=C(CSc1nc2c(cnn2-c2ccc(F)cc2)c(=O)[nH]1)N1CCCc2ccccc21	0	1	5	-0.5	-4	-1	-2	19	-10
39	CCN(CC)CCOCCOc1ccc(Cl)c2ccccc12	8	-2	0	-0.3	0	8	-8	-8	-3
40	CCOC(=O)c1nnc(-c2cccs2)nc1NC(C)C	-3	17	10	1.1	-8	-7	-3	21	-7
41	Cc1cc(CNC(=S)Nc2ccc(S(=O)(=O)Nc3ncccn3)cc2)nn1C	1	13	11	-0.3	-9	4	2	-4	-15
42	COc1ccc2c(c1)c(=O)cc(C)n2CC(=O)NCc1ccco1	9	-19	-1	-5.0	3	-4	-2	-9	1
43	FC(F)Oc1cccc(NC(=S)N2CCN(c3ccccn3)CC2)c1	3	-10	12	-2.0	-8	-2	-5	-1	2
44	CC1(C(=O)N2CCCCC2)CCN1C(=O)c1ccccc1CCc1ccccc1 (stereo not drawn)	3	0	4	·	-5	-9	1	6	0
45	Brc1ccc(C2=NC(Cc3ccccc3)CO2)cc1 (stereo not drawn)	2	5	4	-1.0	6	-14	4	2	9
46	Cc1ccc(C)c(/C=C2\CCn3c2nc2cc(C(=O)O)ccc2c3=O)c1	1	2	9	-0.2	-11	-10	-4	-2	2
47	CCc1nc2c(OCc3cccc(Cl)c3)cccn2c1N(C)C(C)=O	1	-8	11	·	-3	3	-1	-2	16

As a working copy, some entries already given.
nr	SMILES	CHRM4 agonist	CHRM5 PAM	M1 PAM	CRFR2-BP ag	CHRM1 antagonist	CHRM4 antagonist	CHRM5 agonist	CHRM4 PAM	CHRM5 antagonist
30	CCOC(=O)C1=CCC(c2cccn2C(=O)OC(C)(C)C)N(S(=O)(=O)c2ccc(C)cc2)C1 (stereo not drawn)	-2	5	4	·	-7	-17	-1	9	-10
31	O=C(O)CCSCCC(=O)O	1	-8	6	2.3	-8	-2	-4	-3	11
32	Cc1c(-c2cccc(Cl)c2)nc2ccccc2c1C(=O)NC1CC1	4	-8	-6	-3.5	11	2	-2	-7	5
33	Cc1ncc(CO)c2c1Oc1nc(-c3ccccc3)nc(SCC(=O)N3CCOCC3)c1C2	7	0	-10	-0.9	15	12	4	-10	5
34	O=C(CN(Cc1ccccc1)C(=O)CCC(=O)Nc1nccs1)NCc1ccco1	1	0	3	-1.6	-21	-10	-3	4	-8
35	O=C(NCc1ccccc1)C(c1cccs1)N(Cc1cccs1)C(=O)c1cnccn1 (stereo not drawn)	15	-16	-6	-0.3	17	15	4	-15	11
36	CC(C)CCNC(=O)C(c1ccco1)N(Cc1ccc(F)cc1)C(=O)c1snc(C(N)=O)c1N (stereo not drawn)	4	-2	-8	-4.5	15	4	-3	-2	4
37	CCOC(=O)c1[nH]cnc1C(=O)Nc1ccc(C)cc1	0	9	16	-3.2	-12	5	3	8	3
38	O=C(CSc1nc2c(cnn2-c2ccc(F)cc2)c(=O)[nH]1)N1CCCc2ccccc21	0	1	5	-0.5	-4	-1	-2	19	-10
39	CCN(CC)CCOCCOc1ccc(Cl)c2ccccc12	8	-2	0	-0.3	0	8	-8	-8	-3
40	CCOC(=O)c1nnc(-c2cccs2)nc1NC(C)C	-3	17	10	1.1	-8	-7	-3	21	-7
41	Cc1cc(CNC(=S)Nc2ccc(S(=O)(=O)Nc3ncccn3)cc2)nn1C	1	13	11	-0.3	-9	4	2	-4	-15
42	COc1ccc2c(c1)c(=O)cc(C)n2CC(=O)NCc1ccco1	9	-19	-1	-5.0	3	-4	-2	-9	1
43	FC(F)Oc1cccc(NC(=S)N2CCN(c3ccccn3)CC2)c1	3	-10	12	-2.0	-8	-2	-5	-1	2
44	CC1(C(=O)N2CCCCC2)CCN1C(=O)c1ccccc1CCc1ccccc1 (stereo not drawn)	3	0	4	·	-5	-9	1	6	0
45	Brc1ccc(C2=NC(Cc3ccccc3)CO2)cc1 (stereo not drawn)	2	5	4	-1.0	6	-14	4	2	9
46	Cc1ccc(C)c(/C=C2\CCn3c2nc2cc(C(=O)O)ccc2c3=O)c1	1	2	9	-0.2	-11	-10	-4	-2	2
47	CCc1nc2c(OCc3cccc(Cl)c3)cccn2c1N(C)C(C)=O	1	-8	11	·	-3	3	-1	-2	16
